# SIAE primary: inhibitors of human sialic acid acetylesterase SIAE | SIAE FP-Rh probe binding, fluorescence polarization | 370,000 tested, 0.69% active | inhibition, % at 9.66 µM | AID 1053197;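 active means inhibition above a cutoff: mean of compounds within the control limits plus 3 SD of those, cut at about 17% in these data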;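 further: 0% = plate median of compound wells and 100% = probe without SIAE protein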
# Target sequence (Q9HAT2 whole entry, looked up): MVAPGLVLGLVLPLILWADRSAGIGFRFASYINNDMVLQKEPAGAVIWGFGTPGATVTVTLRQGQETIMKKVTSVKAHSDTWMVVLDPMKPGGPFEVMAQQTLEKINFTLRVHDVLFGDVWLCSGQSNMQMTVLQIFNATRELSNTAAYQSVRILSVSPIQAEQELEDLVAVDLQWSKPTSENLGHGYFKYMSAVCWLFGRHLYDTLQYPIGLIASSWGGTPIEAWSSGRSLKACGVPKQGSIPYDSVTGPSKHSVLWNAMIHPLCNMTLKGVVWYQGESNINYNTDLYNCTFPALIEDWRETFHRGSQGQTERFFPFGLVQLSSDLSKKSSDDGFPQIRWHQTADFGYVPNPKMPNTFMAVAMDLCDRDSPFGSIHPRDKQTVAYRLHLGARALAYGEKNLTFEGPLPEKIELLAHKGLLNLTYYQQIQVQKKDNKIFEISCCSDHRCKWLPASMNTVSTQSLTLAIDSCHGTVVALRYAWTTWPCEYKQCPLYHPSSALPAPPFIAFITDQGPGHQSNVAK
# PRMT1 FP inh: PRMT1 (human) inhibition, primary screen; recombinant PRMT1, activity-based probe fluorescence polarization; inhibition, % at 2.79 µM; 370,000 tested, 1.3% active;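 active means inhibition above about 21% made by adding two undisclosed values, limit read from the data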
# DDE Tn7 FP inh: disrupts Tn7 cyclic peptide binding to fibrin D-Dimer-E complex. 370,000 tested, 0.13% active. FP displacement of FITC-Tn7 peptide from fibrin DD(E); 0% = median of compound wells per plate. inhibition, % at 8.3 µM. P02675;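 active means inhibition above the mean of compounds falling within the control limits plus 3 SD of them, cut at about 14% in these data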;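 further: 0% = plate median of compound wells and 100% = 10 µM Aha-Tn7 peptide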
#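 Assay system: human fibrin DD(E) protein / Input: 2 µM fibrin DD(E) / Benchmarks: high control of 10 µM Aha-Tn7 peptide / Measured by: fluorescence polarization of the labelled Tn7 tracer / Medium: Tris buffer with calcium and detergent, pH 7.8 / Timing: 10 min compound pre-incubation, 3 h probe incubation at room temperature / Repeats: one replicate per compound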
# Tn6 DDE FP: inhibitors of Tn6 peptide binding to human fibrin DD(E). P02675. Fibrin DD(E) TRITC-Tn6 fluorescence polarization displacement. AID 720509. 370,000 tested, 0.21% active. inhibition, % at 8.3 µM;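 active means inhibition above a per-campaign cutoff: mean of compounds within control limits plus 3 SD, cut at about 15% in these data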;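 further: 0% = median of all compound wells on the plate and 100% = blocking peptide control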
# KLK7 zymogen act: activators of human kallikrein-7 zymogen; AID 652039; 370,000 tested, 0.9% active; activation, % at 7 µM; P49862; purified proKLK7, EDANS-DABCYL substrate fluorescence; 100% is mature enzyme control, 0% vehicle;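 active means activation above the mean of all tested compounds plus 3 SD, computed per campaign excluding outliers beyond control limits, cut at about 13% in these data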
# MBD2 DNA inh: MBD2-methylated oligo binding inhibition; AID 686964; 370,000 tested, 0.31% active; inhibition, % at 4.4 µM; Q9UBB5; TR-FRET, MBD2 binding to methylated oligonucleotide; in the data active means inhibition above about 13%
# TCR CD3 inh: blocks the human TCR-CD3 interaction; TAMRA-labeled TCR probe fluorescence, biochemical; inhibition, % at 9.4 µM; 360,000 tested, 0.37% active; in the data active means inhibition above about 19%;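 further: recombinant mutant TCR 2C K166C tagged with TAMRA read by polarization; 0% = receptor in buffer alone and 100% = receptor with positive control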
# UHRF1 MBD2 ctr: human UHRF1 methylated DNA binding inhibitors | Q96T88 | UHRF1 binding to methylated oligo, TR-FRET | inhibition, % at 4.4 µM | 370,000 tested, 0.75% active | AID 687016; in the data active means inhibition above about 21%;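 further: UHRF1 SRA domain binding a hemimethylated CpG hairpin DNA probe; 0% = median of test compound wells and 100% = reference inhibitor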
# LEDGF integ inh: blocks HIV-1 LEDGF/p75-dependent DNA integration; TR-FRET IN-LEDGF/p75 DNA integration, Eu/Cy5; inhibition, % at 3.7 µM; 370,000 tested, 0.64% active;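 active means inhibition above the screen-wide mean plus 3 SD, cut at about 13% in these data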;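 further: signal is the Cy5 over europium emission ratio at 671 and 618 nm; 0% = plate median of compound wells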
# TDP2 absorb: TDP2 (human) inhibition, absorbance primary screen | O95551 | recombinant TDP2, T5PNP hydrolysis, p-nitrophenol absorbance 415 nm | inhibition, % at 12.8 µM | 370,000 tested, 0.34% active;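 active means inhibition above the mean of all tested compounds plus 3 SD, set per campaign, cut at about 25% in these data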;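 further: 0% = DMSO with enzyme and 100% = buffer with substrate but no TDP2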
# Target sequence (O95551 whole entry, looked up): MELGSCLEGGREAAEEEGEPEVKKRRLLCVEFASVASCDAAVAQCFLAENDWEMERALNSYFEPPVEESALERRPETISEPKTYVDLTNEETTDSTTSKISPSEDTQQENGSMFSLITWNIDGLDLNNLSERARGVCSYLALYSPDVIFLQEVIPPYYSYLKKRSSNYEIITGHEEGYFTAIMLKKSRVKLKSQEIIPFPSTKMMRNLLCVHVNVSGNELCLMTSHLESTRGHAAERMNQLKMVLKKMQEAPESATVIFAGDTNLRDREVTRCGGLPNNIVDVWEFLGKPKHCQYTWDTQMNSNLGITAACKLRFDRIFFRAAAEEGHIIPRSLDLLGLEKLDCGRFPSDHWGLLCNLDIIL
#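 Read-out basis: percent inhibition. System: recombinant human TDP2. Buffer or medium: Mg2+-containing Tris-HCl buffer, pH 7.5. Repeats: single replicate. Timing: reaction 2 h, 37 °C. Benchmarks: high control without enzyme, low control DMSO plus TDP2. Probe or stimulus: 5 mM T5PNP. Doses: 12.8 µM only. Measured by: epi absorbance of p-nitrophenol freed from T5PNP by hydrolysis.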
# * hit, by the source's call; nt = not tested or not shown.
item	SMILES	SIAE primary	PRMT1 FP inh	DDE Tn7 FP inh	Tn6 DDE FP	KLK7 zymogen act	MBD2 DNA inh	TCR CD3 inh	UHRF1 MBD2 ctr	LEDGF integ inh	TDP2 absorb
1	Cc1cc(SCC(=O)N(C)CC(=O)Nc2ccc(F)cc2)nc2ccccc12	1	2	3	4	0.5	2	-5	0	0	4
2	COCCNC(=O)Cn1cnc([N+](=O)[O-])n1	3	0	9	1	0.0	0	0	19	-1	5
3	O=C1C=C(NC(=O)Nc2ccc(Cl)c(Cl)c2)CCC1	-23	2	0	-9	0.5	-4	18	3	5	1
4	CC(C)Oc1cccc(-c2cc(C(=O)N3CCN(c4ncccn4)CC3)c3ccccc3n2)c1	1	-3	-1	5	-1.0	0	3	0	2	-1
5	O=C(O)CC1C(=O)NCCN1Cc1cccs1 (centres undefined)	-2	2	0	7	0.5	3	-3	3	-6	3
6	COc1ccc(NC(=O)CN2CCN(C(=O)C3CCCO3)CC2)c(OC)c1 (centres undefined)	5	1	-3	0	-0.2	4	4	-1	0	0
7	COc1cc2c(cc1OC)C(C(=O)NC1CC1)C1c3ccccc3CCN1C2=O (centres undefined)	2	0	1	-2	0.1	2	-1	-1	-1	1
8	O=C(CCN1C(=O)C2CC=CCC2C1=O)Nc1nc(-c2ccc(F)c(F)c2)cs1 (centres undefined)	2	-3	-8	-5	-0.6	-5	-4	-1	2	-1
9	COc1ccc(/C=C/C(=O)NC(=S)N2CCN(c3ccccc3OC)CC2)cc1	-3	6	1	-3	0.1	3	-4	0	-1	-3
10	O=C(NC1CCCCC1)c1nc(-c2c(F)cccc2F)oc1-c1ccccc1	-5	2	1	-2	0.3	3	-1	1	-1	-1
11	COc1ccc(Br)cc1CN1CCCC(C(=O)N2CCCCCC2)C1 (centres undefined)	6	5	-3	6	0.2	6	0	3	2	-1
12	COc1ccccc1CCC(=O)N(C)CC(=O)Nc1ccc(F)cc1	-1	0	3	10	-0.4	0	3	-1	-3	17
13	COC(=O)c1sc(SC)c2c1CC(C)(C)C/C2=N/O	-3	2	6	0	-0.8	0	5	5	-1	-11
14	CC(CN1CCCCC1)OC(=O)c1ccccc1F (centres undefined)	-4	5	-5	-2	-0.4	-1	-7	2	-4	-1
15	C=CCn1c(=O)c2c3c(sc2n2c(Nc4ccc(OC)cc4)nnc12)CCCC3	5	1	-6	0	0.0	-1	7	-5	2	-5
16	COc1ccccc1NS(=O)(=O)c1cc(NC(=O)c2cccs2)ccc1N1CCCC1	-56	23*	-7	-7	-20	-1	-1	4	5	-5

# Overlap with the part before: 2 compounds, then new ones.
item	SMILES	SIAE primary	PRMT1 FP inh	DDE Tn7 FP inh	Tn6 DDE FP	KLK7 zymogen act	MBD2 DNA inh	TCR CD3 inh	UHRF1 MBD2 ctr	LEDGF integ inh	TDP2 absorb
15	C=CCn1c(=O)c2c3c(sc2n2c(Nc4ccc(OC)cc4)nnc12)CCCC3	5	1	-6	0	0.0	-1	7	-5	2	-5
16	COc1ccccc1NS(=O)(=O)c1cc(NC(=O)c2cccs2)ccc1N1CCCC1	-56	23*	-7	-7	-20	-1	-1	4	5	-5
17	O=C(NCC(c1cccs1)N1CCOCC1)c1cccc(S(=O)(=O)Nc2ccc(F)cc2)c1 (centres undefined)	4	-2	3	-3	0.3	-2	3	-1	-1	-8
18	COc1ccc(-c2cc(-c3ccc(Cl)cc3)n[nH]2)c(O)c1	-1	-3	-2	9	-0.6	-2	8	-2	2	9
19	CCCOc1ccc(/C=C2/C(=O)ON=C2C)cc1Cl	7	-2	1	-3	0.2	-1	0	-2	-1	16
20	Cc1nc2ccc(NC(=O)Cc3cccs3)cc2s1	-1	9	5	-5	-0.2	-3	3	-4	-3	-6
21	CCCOc1ccc(NCC(=O)Nc2ccc(C)cc2C)cc1	16	0	-3	6	0.5	-4	8	-2	0	3
22	Cc1cc(N2C(=O)CC(N3CCN(C(c4ccccc4)c4ccccc4)CC3)C2=O)no1 (centres undefined)	2	4	1	-2	-0.5	-5	4	1	-1	4
23	Cc1ccc2cc(CCNC(=O)c3ccc(S(=O)(=O)N4CCOCC4)cc3)c(=O)[nH]c2c1C	-3	-1	1	7	0.3	-1	7	-2	3	-9
24	O=C(NCc1ccc(F)cc1)c1cc(C2CCCCN2C(=O)C2CCCCC2)on1 (centres undefined)	8	-1	-3	-1	-0.1	2	-10	1	5	-13
25	CCCN(CCC)CCCNC(=O)c1cc2c(-c3ccc(OC)c(OC)c3)nn(C)c2s1	-1	4	3	-8	-2.9	7	-10	23*	-4	-7
26	CCOC(=O)c1cc2c(nc1C)-c1cc(Cl)cc(Cl)c1OC2O (centres undefined)	3	0	-1	-7	-1.0	-6	8	2	-3	6
27	COc1ccc(CCNC(=O)C2(C)CCC(=O)N2CCC(C)C)cc1OC (centres undefined)	1	1	-6	-4	-0.3	6	8	-1	0	2
28	Cc1ccc(/C=C/C(=O)OCC(=O)NCCc2ccc(S(N)(=O)=O)cc2)o1	0	5	9	4	-0.3	1	1	5	0	5
29	CC(C)CN(C(=O)CSc1nnnn1-c1ccccc1)c1c(N)n(CC(C)C)c(=O)[nH]c1=O	-5	3	2	2	-0.1	-1	-2	0	-2	2
30	CC1CCCCC1NC(=O)CCCCn1c(=O)[nH]c2ccsc2c1=O (centres undefined)	-4	-2	-4	-2	-0.1	-3	0	4	0	-9
31	O=C(CNC(=O)N1CC(=O)Nc2ccccc21)Nc1nccs1	-2	-3	-3	-4	-0.5	-3	7	0	4	-2
32	CC(=O)c1ccc(-c2[nH]c3ccccc3c2CCN2C(=O)c3ccccc3C2=O)cc1	4	-1	2	-4	2.4	-1	-4	-1	3	3
33	COC(=O)CNC(=O)C1CCN(S(=O)(=O)c2cccc3nsnc23)CC1	-3	0	1	2	0.4	-4	0	-3	2	15
34	Cc1[nH]c2ccc(C(=O)N3CCCC3)cc2c1C	7	7	-4	-4	-1.6	1	-7	2	-1	-12
35	CCOc1ccc(NC(=O)N(CCC(C)C)C2CCN(C(C)=O)CC2)cc1	-2	1	-3	2	-0.1	2	-2	-1	1	10
36	CCOc1ccc(C(=O)Nc2ccc(NC(=O)c3ccco3)c(Cl)c2)cc1Br	-37	1	4	-3	0.3	0	2	3	5	-2
37	CC(=O)Nc1ccc(NC(=O)CSc2nnc(-c3n[nH]c4c3CCC4)n2N)cc1	-15	-6	4	-6	-0.2	3	nt	-4	0	-3
38	Cc1ccc(NC(=O)Cc2nnc(SCC(=O)Nc3nncs3)n2C)c(C)c1	-2	0	4	-2	-0.4	-2	3	1	0	29*
39	CC(C)(C)c1ccc(SCCc2cccnc2)cc1	2	2	-1	3	0.3	0	5	-1	1	0
40	COc1cc(C(=O)Nc2ccc(NC(=O)c3ccccc3Cl)nc2)cc(OC)c1OC	-7	0	-6	-2	-0.2	3	-7	1	3	-7
41	COc1cc2ccc3c(CCN(C)C)cc(OC)c(OC)c3c2cc1OC	-4	1	6	-4	-0.1	4	-3	8	-6	-2
42	c1ccc(-c2csc(N3CCN(c4ccccn4)CC3)n2)cc1	1	0	1	-6	-0.6	-5	-4	1	-6	3
43	CN(CCCCCC(=O)/C=N/O)Cc1ccccc1	5	4	4	-4	0.6	8	-4	7	-6	-15
44	O=C(NCCc1ccccc1)c1ccc(Cl)c(S(=O)(=O)N2CCOCC2)c1	-5	-4	1	-5	0.5	-2	3	-3	0	10
45	Cc1ccc(-c2nn(-c3ccccc3)cc2C=O)o1	2	3	7	6	-0.3	-2	13	-1	1	-4
46	Cc1nc2c([nH]c3ccc(Br)cc32)s1	11	4	-1	0	0.0	9	1	-1	-2	8
47	CC(C)(C)C(=O)NC1CC2CCCC(C1)N2C(=O)Nc1ccccc1 (centres undefined)	12	-3	-5	-7	0.1	1	2	1	1	8
48	Cc1ccc(N(CC(=O)N2CCc3ccccc3C2)S(C)(=O)=O)cc1	8	-1	2	1	0.0	0	3	-2	-4	-3
49	CC(C)OC(=O)CSc1nnc(CNc2ccc(Cl)cc2)n1C	1	-1	-2	3	-0.3	0	-2	-1	-2	8
50	Cc1ccc(-c2nc3cc(Br)cnc3nc2-c2ccc(C)cc2)cc1	4	-1	-1	4	-0.7	-3	6	-1	-1	-1
51	Fc1ccc2nc(-c3ccc(CN4CCC(c5nc6ccccc6[nH]5)CC4)cc3)c(-c3ccccc3)nc2c1	-2	-2	1	-10	-8.0	8	-12	-1	2	10
52	COc1ccc(NC(=O)Nc2cccc3c2O[C@H](CN(C)S(=O)(=O)c2cccs2)[C@@H](C)CN([C@H](C)CO)C3=O)cc1	4	-2	-11	-4	0.6	4	4	2	0	0
53	C[C@H](CO)N1C[C@H](C)[C@H](CN(C)C(=O)Nc2ccc3c(c2)OCO3)OCc2cnnn2CCCC1=O	2	1	-6	-1	0.3	0	-3	-2	2	4
54	O=C1CC(N(Cc2cccs2)C(=O)Nc2ccccc2)C(=O)N1c1ccc(Cl)cc1 (centres undefined)	-3	-2	1	7	-0.3	-1	4	2	-2	-5
55	O=C1C=C(Nc2ccc(O)cc2)C(=O)c2ccccc21	7	1	0	-1	0.3	-20	3	-19	-5	6
56	CC(C)N(Cc1nc(-c2ccccc2)no1)C(=O)C(Cl)(Cl)Cl	9	0	0	-4	-0.4	6	-11	0	0	-5
57	Cc1nn(CCOc2ccccc2Cl)c(C)c1[N+](=O)[O-]	-4	2	-2	14	-0.1	-7	8	-1	-3	-16
58	O=C(CSc1n[nH]c(=O)n1Cc1ccccc1)Nc1ccc(F)c(F)c1F	-1	-1	-4	-4	-0.2	-3	3	-2	3	8
59	CC(Sc1nnc(COc2ccc(Cl)cc2)n1Cc1ccccc1)C(=O)O (centres undefined)	8	1	1	5	0.7	-2	-1	0	3	7
60	C=CCNC(=O)/C(C#N)=C/c1c(N2CCN(c3ccc(OC)cc3)CC2)nc2c(C)cccn2c1=O	12	-1	-3	3	7.5	1	-2	-1	0	3
61	COc1cccc(NC(=O)COC(=O)C2CC3CCCC(C2)C3=O)c1 (centres undefined)	6	-3	1	-4	-0.3	-1	-6	4	-3	-7
62	Cc1cc(OC(C)C(=O)NCc2cccnc2)c2c(C)c(C)c(=O)oc2c1 (centres undefined)	0	1	-11	2	0.8	0	3	-2	2	9
63	CC(OC(=O)CCCCCN=C1NS(=O)(=O)c2ccccc21)C(=O)Nc1cc(Cl)cc(Cl)c1 (centres undefined)	-79	0	-4	-5	0.7	0	9	8	1	-21
64	COc1ccccc1/C=C/C(=O)Nc1cccnc1	-7	1	-3	1	1.0	0	5	-1	0	20
65	CC#CCC(CC#CC)c1nc2ccccc2c(=O)n1N	4	-3	-8	0	-0.1	-3	7	-1	1	-10
66	COC(=O)/C(=C/c1ccc2c(c1)c1ccccc1n2C)NC(=O)c1ccccc1	-12	-2	-6	-3	-33	2	1	2	-1	-1
67	COc1ccc(Br)cc1C1NC(=O)NC(C)=C1C(=O)N(C)C (centres undefined)	3	-1	2	-6	-0.2	0	0	-1	-3	8

# Compound activity from PubChem.
